NPYLR7 ag – activates Aedes aegypti NPYLR7 receptor; 270,000 tested, 0.15% active; activation, % at 10 µM; HEK293T NPYLR7/Galpha15, GCaMP6s calcium fluorescence; in the data active = activation above about 40%;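 also: 0% = vehicle and 100% = reference agonist at the receptor; some compounds past the cut are filed as inactive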
hcGAS lum – blocks human cGAS activity; Q8N884; recombinant h-cGAS, ATP depletion, Kinase-Glo luminescence; inhibition, % at 12.5 µM; 290,000 tested, 0.081% active; AID 1259398;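 also: 0% = vehicle reaction and 100% = reaction without DNA for no activity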
Target sequence (Q8N884 whole entry, looked up): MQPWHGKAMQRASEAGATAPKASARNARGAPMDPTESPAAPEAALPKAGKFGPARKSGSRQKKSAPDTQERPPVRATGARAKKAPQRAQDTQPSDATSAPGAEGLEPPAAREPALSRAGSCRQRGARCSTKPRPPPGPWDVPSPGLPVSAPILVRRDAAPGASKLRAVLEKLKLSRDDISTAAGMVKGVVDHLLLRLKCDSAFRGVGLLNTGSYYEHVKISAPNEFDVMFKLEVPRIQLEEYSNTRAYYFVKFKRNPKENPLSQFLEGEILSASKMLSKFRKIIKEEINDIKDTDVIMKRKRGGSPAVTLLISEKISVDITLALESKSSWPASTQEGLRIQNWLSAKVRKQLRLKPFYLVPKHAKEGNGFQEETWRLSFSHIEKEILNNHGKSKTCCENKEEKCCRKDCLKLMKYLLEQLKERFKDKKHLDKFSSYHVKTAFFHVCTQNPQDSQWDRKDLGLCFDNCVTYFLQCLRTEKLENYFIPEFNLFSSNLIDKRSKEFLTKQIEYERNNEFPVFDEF
mcGAS lum – mouse cGAS inhibition by luminescence. Q8C6L5. recombinant cGAS, Kinase-Glo ATP depletion luminescence. inhibition, % at 12.5 µM. AID 1259399. 160,000 tested, 0.15% active;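 also: 0% = negative control wells and 100% = reference inhibitor with no enzyme activity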
The depositor's hits bear a star; nt = not tested or not shown; & = joins results of further samples. Rule as the data show it, unless noted: active = inhibition above about 40%; inactive = the rest. No enrichment for hits (roughly 0.29% active in at least one column).

SMILES	NPYLR7 ag	hcGAS lum	mcGAS lum
COc1ccc(CN(CC2CCCO2)C(=O)c2ccccc2Cl)cc1OS(C)(=O)=O (stereo unspecified)	-3	-6	-3
Cc1ccc(-c2csc(-n3[nH]c(C)c(N=Nc4ccc(Cl)cc4Cl)c3=O)n2)cc1	-4	-7	-5
O=C(CN1CCCCC1)N/N=C\c1cc2ccccc2nc1Cl	-2	-7	nt
CCN(CC1COc2ccccc2O1)C(=S)NCCCN(C)C (stereo unspecified)	2	1	nt
COCCCN(Cc1ccc(C)o1)Cc1ccc(C(O)(c2cccs2)c2cccs2)o1	11	-7	-5
O=C(CCC1CCCC1)N1CCN(C(=O)c2cccnc2)CC1	5	-4	-4
O=S(=O)(c1ccc2c(c1)Cc1cc(S(=O)(=O)N3CCCCC3)ccc1-2)N1CCCCC1	1	-4	-4
Cn1c(=O)n(Cc2ccc(F)cc2)c(=O)c2c1nc1n2CCCN1CCc1ccccc1	-1	-8	-6
CCC(C)c1ccccc1NC(=O)c1cnccn1 (stereo unspecified)	-23	-7	nt
CSc1nnc(C)c(=O)n1COC(=O)c1cc(C)cc(C)c1	1	-7	-8
Nc1ncc(Cc2ccc(Br)cc2)s1	2	-11	nt
Cc1onc(-c2ccccc2Cl)c1C(=O)Nc1ccccc1C(C)C	0	-5	nt
COCC(=O)Nc1ccc(-c2c(C(C)C)nn(-c3cccc(F)c3)c2OC(C)=O)cc1	-3	1	7
O=C(c1ccc(F)c(F)c1)N1CCN(Cc2cccc(-c3noc(C4CCCC4)n3)c2)CC1	-2	-5	-7
Cc1oc(-c2cccc(Cl)c2)nc1CSc1nc2c(c(=O)[nH]1)CCC2	-3	-2	0
O=C(c1cc(-c2ccncc2)nc2ccccc12)N1CCCC(O)(CO)CC1 (stereo unspecified)	6	-7	-10
Cc1ccc(N2C(=O)CC(C(=O)NC3=NCCS3)C2c2cccs2)cc1 (stereo unspecified)	-3	5	-4
O=C(NCc1ccncc1)C(Cc1ccccc1)NC(=O)C1CC(c2cccc(F)c2)=NO1 (stereo unspecified)	2	-5	-8
CCn1c(CN2CCCn3nc(C(=O)OC)cc3C2)nc2ccccc21	-1	-2	-7
Cc1ccc(F)cc1NC(=O)CN1CC(O)Cc2ccc3ccccc3c21 (stereo unspecified)	-2	-7	nt
Cc1ccc(F)c(C(=O)N2CCN(c3ccc(NC(=O)c4ccco4)cn3)CC2)c1F	6	-2	-5
CC(C)CS(=O)(=O)c1nc2cccnc2s1	10	-5	nt
C=CCn1c(=O)c2c(nc3n2CCN3c2cccc(Cl)c2)n(C)c1=O	5	-3	nt
CCOC(=O)C1(Cc2ccccc2C(F)(F)F)CCN(C(=O)C2=CCCC2)CC1	6&16	-12&-6	-2
Cc1noc(C)c1CCC(=O)NC(C)c1cnn(-c2cccc3ccccc23)c1C (stereo unspecified)	-5&-9	5&6	-2

Part of the list above with just NPYLR7 ag and hcGAS lum:
| mol | NPYLR7 ag | hcGAS lum |
| --- | --- | --- |
| O=C(CCC1CCCC1)N1CCN(C(=O)c2cccnc2)CC1 | 5 | -4 |
| O=S(=O)(c1ccc2c(c1)Cc1cc(S(=O)(=O)N3CCCCC3)ccc1-2)N1CCCCC1 | 1 | -4 |

A draw from above in order of length of the SMILES, lowest first:
SMILES	NPYLR7 ag	hcGAS lum	mcGAS lum
CCn1c(CN2CCCn3nc(C(=O)OC)cc3C2)nc2ccccc21	-1	-2	-7
C=CCn1c(=O)c2c(nc3n2CCN3c2cccc(Cl)c2)n(C)c1=O	5	-3	nt
COc1ccc(CN(CC2CCCO2)C(=O)c2ccccc2Cl)cc1OS(C)(=O)=O (stereo unspecified)	-3	-6	-3
O=C(c1ccc(F)c(F)c1)N1CCN(Cc2cccc(-c3noc(C4CCCC4)n3)c2)CC1	-2	-5	-7

Returning to the listing with the 6 entries that preceded the break.
SMILES	NPYLR7 ag	hcGAS lum	mcGAS lum
Cc1ccc(F)cc1NC(=O)CN1CC(O)Cc2ccc3ccccc3c21 (stereo unspecified)	-2	-7	nt
Cc1ccc(F)c(C(=O)N2CCN(c3ccc(NC(=O)c4ccco4)cn3)CC2)c1F	6	-2	-5
CC(C)CS(=O)(=O)c1nc2cccnc2s1	10	-5	nt
C=CCn1c(=O)c2c(nc3n2CCN3c2cccc(Cl)c2)n(C)c1=O	5	-3	nt
CCOC(=O)C1(Cc2ccccc2C(F)(F)F)CCN(C(=O)C2=CCCC2)CC1	6&16	-12&-6	-2
Cc1noc(C)c1CCC(=O)NC(C)c1cnn(-c2cccc3ccccc23)c1C (stereo unspecified)	-5&-9	5&6	-2
O=C(Cn1cnnn1)N1Cc2cnn(Cc3ccc(F)cc3)c2C1	0	-5	nt
O=C(Nc1cc(C(F)(F)F)cc(C(F)(F)F)c1)N1CCSC1c1cccc(Oc2ccccc2)c1 (stereo unspecified)	32	-4	-6
CC(O)c1nc2ccccc2n1CCCCOc1ccc(Cl)cc1 (stereo unspecified)	3	-11	-5
CCC(CC)c1nnc(NC(=O)CCN2C(=O)C(C)Oc3ccccc32)s1 (stereo unspecified)	5	-5	-15
CC(=O)NC(CO)C(=O)NCc1cccnc1N1CCN(C)CC1 (stereo unspecified)	-7	-3	nt
CC(C)=CCN1CCN(Cc2sccc2C)CC1CCO (stereo unspecified)	7	-8	nt
CSCC(=O)N1CC[C@H](NC(=O)NC2CCCCC2)[C@H]1C(=O)N1CCC[C@@H]1C(N)=O	-8	-6	-7
CCOc1cccc(CN2CCC(N3CCC(C(=O)NCC4CCCO4)CC3)CC2)c1 (stereo unspecified)	19	-3	nt
Cc1ccc(-n2nc(-c3cccn3C)cc2C(=O)Nc2ccc(C)c(C)c2)c(C)c1	14	-9	-5
C=CCN1C(=O)NC(c2cc(OC)cc(OC)c2)C2=C1CN(CCOC)C2=O (stereo unspecified)	nt	-4	-6
Cc1c(C(=O)N2CCOC(C(F)(F)F)C2)cnc2cc(=O)[nH]n12 (stereo unspecified)	23	-2	nt
COc1ccc2c(C)nc(N3CCCC(C(=O)N4CCC(C(O)c5ccccc5)CC4)C3)nc2c1 (stereo unspecified)	2	-12	-15
COc1cccc(-c2cc(C(=O)N3CCC4(CCCNC4)C3)[nH]n2)c1 (stereo unspecified)	-2	2	nt
Cc1cc(N2CCN(C(=O)c3cccc([N+](=O)[O-])c3)CC2)nc(-c2cccc(F)c2)n1	nt	0	-3
C=CCC(=O)N1CCc2ccc(NC(=O)CCc3ccc(C)cc3)cc2C1	5	-4	nt
CCN=C1SC(CC(=O)Nc2ccc(F)cc2)C(=O)N1CC (stereo unspecified)	3	-11	-6
CCCCC(=O)Nc1nnc(SCC(=O)Nc2nccs2)s1	6	0	1
CCOC(=O)C=C1NC(=O)CS1	1	-5	-8
Cc1ccc(C(=O)Nc2ccc(CN3C(=O)CNC3=O)cc2)cn1	15	-4	nt
CCOC(=O)CCC(=O)N1CCN(c2cc(Oc3ccc(F)c(F)c3)ncn2)CC1C (stereo unspecified)	-6	9	0
CCOC(=O)CC1(N(C)C(=O)c2cc(C)[nH]n2)CCCCC1	-4	-16	nt
C=C(C)Cn1c(C(F)(F)F)nc2ccccc21	-6	-14	nt
CSc1nsc(SC)c1C(=O)N1CCN(C(=O)c2ccccc2)C1c1ccccc1 (stereo unspecified)	-6	3	nt
Cc1ccc(-n2ncc3c(=O)n(NC(=O)c4ccc(C)c([N+](=O)[O-])c4)cnc32)cc1	0	-11	nt
O=C(CCl)N1CCN(c2ncnc3c2nnn3Cc2ccccc2)CC1	-5	-6	-8
Next part.
SMILES	NPYLR7 ag	hcGAS lum	mcGAS lum
O=C(O)CCC(=O)NNC(=O)CNC(=O)c1ccc(Cl)cc1Cl	3	-7	nt
NC(=O)N1CC=C(c2ccc(Oc3ncnc4sccc34)cc2)CC1	7	9	nt
COc1cccc(-c2nc3ccccn3c2NC(=O)CCc2ccccc2)c1	-8	-7	-6
COc1ccc(S(=O)(=O)ON=C2C(C)=CC(=O)C=C2C)cc1	4	-1	nt
Cc1ccc2c(c1)c1nc3ccccc3nc1n2C(C)C	15	-6	-3
CCN(NC1=NS(=O)(=O)c2ccccc21)S(=O)(=O)c1ccc(C)cc1	12	3	-2
CCOC(=O)C(C)Sc1nc(C)nc2c1c(=O)n(C)c(=O)n2C (stereo unspecified)	1	-7	-3
CC1(C)C(c2ccccc2)=NC(c2ccccc2F)N1O (stereo unspecified)	-18	-2	-5
Cc1ccc(NC(=O)NCC2CCCN(C3CCN(C)CC3)C2)cc1 (stereo unspecified)	-2	1	nt
Cc1c(-c2nccn2Cc2cn3ccccc3n2)c(=O)n(-c2ccccc2)n1C	18	-5	-16
Cc1c(C(=O)O)sc2nc(C)n(C)c(=O)c12	3	-6	nt
COCC(C)Nc1nc(Nc2ccc(OC)cc2)c2cn[nH]c2n1 (stereo unspecified)	-1	-12	nt
CN(C)Cc1ccccc1N	-7	-1	nt
O=c1n(Cc2noc(-c3ccoc3)n2)nnn1-c1cccs1	12	-3	-18
CC(C)COc1nc(-c2ccc3c(c2)OCO3)n(-c2ccc(NC(=O)C3CC3)cc2)n1	16	-12	-4
O=C(CNc1cccc(-c2ccc(Cl)c(Cl)c2)c1)NC1CCS(=O)(=O)C1 (stereo unspecified)	11	-9	nt
NS(=O)(=O)c1ccc(Nc2nc(C3CC3)cs2)cc1	1	-4	nt
c1cn(-c2ccc3cc[nH]c3c2)cn1	-7	4	nt
C=CCN1C(C(=O)c2ccccc2)=C(OC(=O)Cc2ccccc2)c2ccccc2S1(=O)=O	-1	12	nt
Cc1cccc(CO[C@]2(C(=O)NCCN3CCCC3)CC(OCc3cccc(F)c3F)[C@@H]3OC(C)(C)O[C@@H]3C2)c1 (stereo partly specified)	16	-2	-4
O=C(/C=C\c1ccco1)Nc1c2c(nn1-c1ccc(Cl)cc1)CSC2	0	-8	nt
CC(=O)Nc1ccc(C(=O)CSc2nnc(N3CC(C)CC(C)C3)n2Cc2ccco2)cc1 (stereo unspecified)	4	-7	-10
O=C(NCCNC(=O)C1CCN(C(=O)c2ccc(Cl)cc2Cl)CC1)c1ccccc1	26	-9	-9
COc1ccc(NC(=O)Cn2c3ccc(C)cc3c3ncn(Cc4ccccc4)c(=O)c32)cc1OC	-4	-8	-7
CCc1ccc(S(=O)(=O)N2CCN(c3ccc(-c4cccnc4)nn3)CC2)s1	1	-6	nt
Additional entries follow.
SMILES	NPYLR7 ag	hcGAS lum	mcGAS lum
CN(C)C(=O)N1CCC(C(=O)N2CCCC(C(=O)c3ccc4c5c(cccc35)CC4)C2)CC1 (stereo unspecified)	6	-4	-14
O=C(N[C@@H]1CCCCC1NC(=O)C1CCN(C(=O)c2cccc(Cl)c2)CC1)c1ccc(F)cc1 (stereo partly specified)	-8	-2	-5
CCSc1nnc2nc(C)cc(C)n12	-1	7	nt
C=CCN(CCSc1ccccc1)C(=O)C1CCCN(C(N)=O)C1 (stereo unspecified)	-2	-6	nt
COc1ncc(C(=O)N2CCC3(CCNCC3)CC2)cn1	6	-4	nt
CC(C)C(NCc1ccc(CO)o1)C(=O)N1CCOCC1 (stereo unspecified)	6	-4	nt
O=C1O[C@@H]2[C@H]3[C@@H]([C@H]1C[C@H]2O)N(c1ccccc1)C(=S)N3Cc1ccccc1	-12	2	1
CCCc1cc(=O)[nH]c(-n2nc(C)cc2N)n1	-2	5	nt
CCCc1c(C(=O)O)c(C2CC2)nn1-c1ccc(OC)cc1	8	2	-2
CCn1ncnc1CN1CCC2(CCCN(C(=O)COc3ccccc3)C2)C1 (stereo unspecified)	3	-1	-16
Cc1cccc(Nc2nc(C)cc(C)c2C#N)c1	-2	-3	-4
CCn1ccc2ccn(CC(=O)N3CCN(c4ccc(OC)cc4)CC3)c(=O)c21	8	-8	nt
CCN(C)C(=O)c1cccc(C(=O)N(C)Cc2cccc(O)c2)c1	8	-11	-7
Cc1cc(C)n(-c2ccc(C(=O)NCCS(N)(=O)=O)cc2F)n1	12	16	13
CN1CCN2CCN(C(=O)c3cccc(-c4ncc[nH]4)c3)CC2C1 (stereo unspecified)	8	-10	nt
CN(C)C(=O)c1ccccc1NCCOCC(F)(F)F	0	-7	nt
CC1CC(C)CN(c2nc3c(c(=O)n(C)c(=O)n3C)n2CCSc2nc3ccccc3s2)C1 (stereo unspecified)	10	-8	nt
Cc1c(C(=O)NCCCN2CCOCC2)cc(-c2ccc(Cl)cc2)n1-c1ccc(F)cc1F	nt	-11	-6
Cc1ccc(NC(C)c2ccccc2Cl)cc1NS(C)(=O)=O (stereo unspecified)	7	-1	nt
O=C(Nc1ccc2c(c1)CCC2)N[C@@H](Cc1ccccc1)C(=O)N1CCC(C(=O)N2CCCCC2)CC1	-14	-2	1
O=C(Cc1ccccc1)N1CCCC(OCc2ccccc2Cl)C1 (stereo unspecified)	-9	-2	2
O=C(c1cnn2c1NC(c1ccc(Br)cc1)CC2C(F)(F)F)N1CCCCC1 (stereo unspecified)	9	-4	-5
O=C(NC1CC2CCC(C1)N2CCc1ccc(F)cc1)c1ccc(F)cc1F (stereo unspecified)	1	-8	-8

7 records drawn at random from those above, as already listed:
SMILES	NPYLR7 ag	hcGAS lum	mcGAS lum
Cc1ccc2c(c1)c1nc3ccccc3nc1n2C(C)C	15	-6	-3
CC1CC(C)CN(c2nc3c(c(=O)n(C)c(=O)n3C)n2CCSc2nc3ccccc3s2)C1 (stereo unspecified)	10	-8	nt
CC(C)COc1nc(-c2ccc3c(c2)OCO3)n(-c2ccc(NC(=O)C3CC3)cc2)n1	16	-12	-4
O=C(c1ccc(F)c(F)c1)N1CCN(Cc2cccc(-c3noc(C4CCCC4)n3)c2)CC1	-2	-5	-7
C=CCN1C(C(=O)c2ccccc2)=C(OC(=O)Cc2ccccc2)c2ccccc2S1(=O)=O	-1	12	nt
O=C(c1cnn2c1NC(c1ccc(Br)cc1)CC2C(F)(F)F)N1CCCCC1 (stereo unspecified)	9	-4	-5
CCCc1cc(=O)[nH]c(-n2nc(C)cc2N)n1	-2	5	nt

Compound activity from PubChem BioAssay.
